# MLL CXXC-DNA inh: blocks binding of human MLL CXXC domain to DNA. hit rate 0.037% among 290,000. Potency, µM (series often up to 115 µM), without a hit: at the top dose activity change, negative = inhibition, actives largely listed as inhibitors. Q03164. MLL-CXXC / FITC-HOXA9 DNA fluorescence polarization; active = well fitted inhibition curve with a large enough effect in the polarisation, with a control signal flat, not every such curve was filed as active; inconclusive = small, poorly fitted or top-dose-only effect, or effect the other way, or a change in a side signal; inactive = no such curve, though single readings can be large or run the other way; the % refers to the polarisation; also: potency is read from the fitted curve at half-maximal effect
#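 Fluorescence polarization: 7 uM MLL-CXXC (stock) preincubated 5 min with compounds, then 50 nM fluorescein-HOX-A9 DNA (stock) added; 30 min ambient. Buffer 50 mM Tris-HCl pH 7.5, 50 mM NaCl, 1 mM DTT, 0.05% BSA.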
# hERG WT inh: inhibitors of human wildtype KCNH2 potassium channel; AID 720551; Q12809; activity change, % at 1.84 µM; U2OS, BacMam KCNH2, thallium flux FluxOr; hits give low values; hit rate 0.37% among 340,000;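 active = maximum activity change below -70%; inconclusive = maximum activity change between -70% and -50%; inactive = maximum activity change above -50%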; also: % is scaled to controls: 0 for no effect and ±100 for the full control effect
#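 U2OS cells transduced with wild-type KCNH2 virus are loaded with FluxOr dye for 45 min, and thallium flux is measured in kinetic reads before and after stimulation buffer. Rate constants are normalized to DMSO controls.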
# FBPA coupling cs: inhibits coupling enzyme system, counter-screen for aldolase hits; coupling enzyme system counterscreen, AmpLite Red fluorescence; activity change, negative = inhibition, % at 58.2 µM, hits read low; hit rate 0.67% among 290,000; in the data active = activity change below about -30%; also: % is scaled to controls: 0 for no effect and ±100 for the full control effect
#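 Coupling enzymes only (glyceraldehyde-3-phosphate) + compound, at 57.5 uM final, 10 min RT; add substrate/coupling/AmpLite Red mix, 20 min RT; fluorescence ex 525/em 598 nm. Actives flag coupling-system interference.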
# Giardia kill: kills Giardia lamblia. Giardia lamblia trophozoite viability. activity change, % at 7.66 µM, hits read low. hit rate 0.15% among 340,000. AID 540267; in the data active = activity change below about -80%; inconclusive = between about -30% and that limit;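 also: parasites exposed to compound for two days anaerobically before the ATP read; % is scaled to controls: 0 for no effect and ±100 for the full control effect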
#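 Trophozoite viability was measured as ATP-dependent luminescence, read 15-30 min after reagent addition. Before that, parasites at 100 cells/well were exposed to compounds for 48 h, anaerobically, at 37 deg C.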
# TSHR antag: antagonists of human thyroid stimulating hormone receptor. TSHR-expressing cells, TSH-stimulated cAMP HTRF, 2 h; hits give low values. AID 504810. hit rate 0.2% among 330,000. P16473. activity change, negative = inhibition, % at 11.5 µM;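 active = activity change below a set negative limit, meaning inhibition stronger than a set level, cut at about -70% in these data; inconclusive = activity change between two set negative limits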; also: % is scaled to controls: 0 for no effect and ±100 for the full control effect
#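 Competitive HTRF cAMP read-out (cryptate anti-cAMP antibody, cAMP-d2; 30 min, room temperature) in freshly harvested TSHR cells. Compounds added before TSH at EC80 (4nM final), followed by 2 hours' incubation at 37 deg C.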
# Tb PFK inh: inhibitors of T. brucei phosphofructokinase; O15648; T. brucei PFK, ADP-Glo luminescence; Potency, µM (top dose mostly 57.5 µM), inactives show top-dose activity, negative = inhibition, most hits filed as inhibitors; hit rate 0.17% among 330,000; AID 485367;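 also: potency is read from the fitted curve at half-maximal effect; 0% = uninhibited 1x PFK enzyme wells and -100% = no-enzyme wells; nearly all actives have a fitted effect of over 60% in size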
# Target sequence (O15648 whole entry, looked up): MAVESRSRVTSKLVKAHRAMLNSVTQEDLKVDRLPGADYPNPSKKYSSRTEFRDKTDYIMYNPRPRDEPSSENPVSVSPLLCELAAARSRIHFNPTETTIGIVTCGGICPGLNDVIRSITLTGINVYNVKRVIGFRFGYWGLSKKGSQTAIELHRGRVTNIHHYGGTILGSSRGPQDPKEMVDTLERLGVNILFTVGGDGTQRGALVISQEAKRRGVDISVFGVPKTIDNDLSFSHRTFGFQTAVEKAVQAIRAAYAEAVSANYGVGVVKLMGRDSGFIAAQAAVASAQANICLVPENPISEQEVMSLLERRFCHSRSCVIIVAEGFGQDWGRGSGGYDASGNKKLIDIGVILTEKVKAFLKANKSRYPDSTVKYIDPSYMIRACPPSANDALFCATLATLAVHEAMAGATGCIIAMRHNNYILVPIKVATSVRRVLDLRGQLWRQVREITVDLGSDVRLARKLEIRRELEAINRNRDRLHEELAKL
#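 ADP-Glo luminescence quantified ADP after 45 min at room temperature, with 1.25 nM T. brucei PFK, 0.1 mM ATP and 0.5 mM fructose-6-phosphate in pH 8.0 TEA buffer. qHTS titrations up to 57 µM; curves classified by quality.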
# AT treatment: potential ataxia-telangiectasia treatments restoring KAP-1 phosphorylation; […] A-T fibroblasts, KAP-1 phosphorylation AlphaLISA; neocarzinostatin DNA damage 30 min before lysis; Potency, µM (titrated, usually from 57.5 µM), inactives show top-dose activation, actives largely listed as activators; hit rate 0.19% among 320,000; also: potency is read from the fitted curve at half-maximal effect; % of control where 0% means no effect; nearly all actives have a fitted effect of over 45% in size
#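 ATM-like activity read as KAP-1 phosphorylation via AlphaLISA donor/acceptor antibody pairs after lysis and 6 hr at 25C. Cells were ATM-null patient fibroblasts ([…], hTERT), dosed 60 min, then exposed to the DSB inducer NCS for 30 min.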
# TCR activator: T cell receptor activation; Potency, µM (highest dose often 9.22 µM), for inactives: at the top dose activation of IL-2 secretion, actives largely listed as activators; primary human leukocytes, anti-CD3, IL-2 HTRF, 48 h; 330,000 tested, under 10 active; also: % of control where 0% means no effect
#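 Compounds are tested in HTS on primary human leukocytes co-incubated with a-CD3 beads for 48 hr. IL-2 output is measured by time-resolved FRET.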
# BCR signal inh: chronic active BCR signaling inhibition. ABC-DLBCL IkBa-CBG/CBR reporter, luminescence ratio, 4 h. Potency, µM (doses to about 46.1 µM), without a hit: top-dose ratio change, negative = lower green/red ratio, usual class: inhibitors. hit rate 0.05% among 340,000. AID 493014; active = well fitted inhibition curve with a large enough effect in the signal ratio, with a control signal flat, not every such curve was filed as active; inconclusive = small, poorly fitted or top-dose-only effect, or effect the other way, or a change in a side signal; the % refers to the signal ratio;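 also: potency is read from the fitted curve at half-maximal effect; plate controls were basal doxycycline-induced cells for no effect and cells given 10 µM MG132 for full effect; MG132 reads +100%, hits lower the ratio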
#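 Concentration-response series (up to 46 uM) were applied to TMD8 dual-reporter cells for 4 h at 37C with doxycycline. Green/red ratio, after filter-overlap correction, defined %Activity; red signal alone was normalised to basal cells and zero luminescence.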
# GALK inhibitor: inhibitors of human galactokinase. hit rate 0.007% among 270,000. P51570. Purified GALK, Kinase-Glo residual ATP luminescence. Potency, µM (highest dose often 57.5 µM), without a hit: at the highest dose activity change, negative = inhibition, usual class: inhibitors; also: potency is read from the fitted curve at half-maximal effect; % is scaled to controls: 0 for no effect and ±100 for the full control effect
# Target sequence (P51570 whole entry, looked up): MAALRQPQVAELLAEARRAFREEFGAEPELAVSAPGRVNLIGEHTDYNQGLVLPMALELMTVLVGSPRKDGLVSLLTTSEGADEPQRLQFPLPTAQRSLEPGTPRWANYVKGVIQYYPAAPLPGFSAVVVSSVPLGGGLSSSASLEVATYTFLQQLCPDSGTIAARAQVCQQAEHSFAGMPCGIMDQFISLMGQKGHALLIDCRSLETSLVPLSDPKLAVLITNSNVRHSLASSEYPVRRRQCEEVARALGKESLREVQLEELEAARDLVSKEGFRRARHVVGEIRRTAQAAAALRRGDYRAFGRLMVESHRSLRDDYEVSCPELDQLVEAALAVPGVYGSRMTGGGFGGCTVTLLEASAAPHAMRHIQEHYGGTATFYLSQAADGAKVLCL
#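 Kinase-Glo Plus luminescence measured ATP left after a 1 h room-temperature reaction. The reaction used 5 nM GALK, 100 uM galactose and 35 uM ATP at pH 8.0 (20 mM HEPES, 5 mM MgCl2, 60 mM NaCl, 1 mM DTT, 0.01% BSA).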
# An asterisk follows results filed as active; ? = inconclusive; . = not tested or not shown; [ ] = remark or other dose. Unless noted, calls follow the shape of the dose curve; as a rule, active = well fitted curve in the direction sought with a large enough effect; inconclusive = small, poorly fitted or top-dose-only effect, or another doubt; inactive = no such curve, though single readings can be large; an effect the other way counts as inactive or inconclusive.
[1] CCS(=O)(=O)CCSc1nc2ccccc2s1
[2] CCN1CCCC1CNC(=O)c1cc([N+](=O)[O-])c(N(C)C)cc1OC (stereo not drawn)
[3] COc1ccc(/C=N/NC(=O)c2c(C)nc3ccccn23)cc1[N+](=O)[O-]
[4] CC(=O)Nc1ccc(N(C(=O)c2cnccn2)C(C(=O)NC2CCCCC2)c2ccc(F)cc2)cc1 (stereo not drawn)
[5] Cc1ccc(S(=O)(=O)NNC(=S)Nc2c(Cl)cccc2Cl)cc1
[6] Cc1ccc(NS(=O)(=O)c2ccc3c(c2)NC(=O)CO3)cc1Cl
[7] O=C1c2ccc(Br)cc2C(=O)N1c1ccc(Cl)cn1
[8] O=C(NC(=S)Nc1ccc2c(c1)OCCO2)c1cccc2ccccc12
assay / entry,1,2,3,4,5,6,7,8
MLL CXXC-DNA inh,14%,3%,2%,44%[activator],-3%,19%,-20%,4%
hERG WT inh,-3,24,5,0,-6,4,-5,-4
FBPA coupling cs,2,-2,1,0,9,-2,1,-1
Giardia kill,-16,-5,9,-17,-14,-25,6,-13
TSHR antag,8,3,15,14,1,-7,28,-10
Tb PFK inh,-1%,1%,5%,0%,4%,0%,13%,-2%
AT treatment,4%,-1%,9%,-8%,1%,8%,2%,-3%
TCR activator,5%,-2%,9%,3%,0%,5%,-2%,-1%
BCR signal inh,1%,-1%,1%,4%,?,0%,?,?
GALK inhibitor,4%,-1%,-2%,0%,-2%,-1%,-12%,.

# The list goes on, starting with the last 2 of the part before.
[7] O=C1c2ccc(Br)cc2C(=O)N1c1ccc(Cl)cn1
[8] O=C(NC(=S)Nc1ccc2c(c1)OCCO2)c1cccc2ccccc12
[9] COc1ccc(C)cc1NC(=O)CN1C(=O)CSc2ccc(S(=O)(=O)N3CCCC3)cc21
[10] Cc1csc(N/N=C/c2c(F)cccc2Cl)n1
[11] Cc1cccc(C(=O)OCC(=O)c2ccc3c(c2)OCCO3)c1O
[12] CCCOP(=O)(c1ccc(N(C)C)cc1)C(O)c1ccc(Br)cc1 (stereo not drawn)
[13] COc1ccc(-n2c(=O)cc(N3CCN(c4ccccc4F)CC3)[nH]c2=O)cc1
[14] Cc1c(NC(=O)c2c(F)c(F)c(F)c(F)c2F)c(=O)n(-c2ccccc2)n1C
[15] CCOC(=O)c1[nH]c2ccccc2c1NC(=O)c1ccc(S(=O)(=O)N2CCCC2)cc1
[16] O=C(COc1cc(Cl)ccc1Cl)Nc1nnc(CC(=O)N2CCOCC2)s1
assay / entry,7,8,9,10,11,12,13,14,15,16
MLL CXXC-DNA inh,-20%,4%,40%[activator],-7%,.,10%,16%,3%,16%,0%
hERG WT inh,-5,-4,-11,1,-9,0,48,5,16,2
FBPA coupling cs,1,-1,-1,1,.,-1,3,3,3,-2
Giardia kill,6,-13,5,-8,-10,12,-9,2,10,-4
TSHR antag,28,-10,4,-3,.,19,-3,0,-3,2
Tb PFK inh,13%,-2%,2%,-10%,2%,2%,-4%,-4%,-1%,0%
AT treatment,2%,-3%,-2%,-9%,9%,25%,-8%,0%,-2%,4%
TCR activator,-2%,-1%,-10%,3%,-5%,3%,-4%,2%,4%,3%
BCR signal inh,?,?,2%,?,?,1%,4%,9%,-5%,0%
GALK inhibitor,-12%,.,1%,-2%,.,1%,-1%,-2%,.,0%

[17] CCn1c(SCC(=O)N2CCC(C)CC2)nnc1-c1ccc(S(=O)(=O)N2CCN(C)CC2)cc1
[18] O=C1CCC(C(=O)Nc2ccccc2N2CCCC2)=NN1
[19] COc1ccc(NC(=O)CN(C)C(=O)c2cn(-c3ccccc3)nc2-c2cccnc2)cc1
[20] O=C(O)c1[nH]c2ccccc2c1CC(=O)N1CCN(c2ccccc2)CC1
[21] O=C(CN(C(=O)c1csnn1)c1cccc2c1CCCC2)NCc1ccc(F)cc1
[22] CCOc1ccc2oc(C(=O)N(CCOC)c3c(N)n(CC(C)C)c(=O)[nH]c3=O)c(C)c2c1
[23] CCOc1ccc(-c2cccc(NC(=O)COc3ccccc3)c2)nn1
[24] Cc1nc(SCC(=O)N2CCN(C(=O)c3cccs3)CC2)c2c(C)c(C)sc2n1
assay / entry,17,18,19,20,21,22,23,24
MLL CXXC-DNA inh,1%,.,.,-1%,5%,.,-7%,.
hERG WT inh,5,2,2,-6,0,4,7,10
FBPA coupling cs,1,.,.,9,0,.,0,.
Giardia kill,-11,-15,-6,?,18,14,4,19
TSHR antag,0,7,.,7,-5,1,2,-6
Tb PFK inh,5%,0%,3%,1%,1%,0%,2%,0%
AT treatment,-3%,2%,15%,-2%,10%,2%,0%,3%
TCR activator,-1%,-2%,1%,-2%,-2%,-5%,5%,3%
BCR signal inh,5%,5%,6%,1%,0%,1%,?,?
GALK inhibitor,-6%,.,.,4%,-2%,.,0%,.

[25] Cn1cc(CCC(=O)NCc2ccc(Cl)cc2)c2ccccc21
[26] O=C(NCc1cccc(CNC(=O)C(=O)NCc2ccco2)c1)C(=O)NCc1ccco1
[27] CCc1noc(C)c1C(=O)Nc1cccc(S(=O)(=O)N2CCCCCC2)c1
[28] CCC(=O)NC(=S)NNC(=O)c1ccc(NC(=O)c2ccccc2)cc1
[29] Cc1nn(CCCC(=O)Nc2nccs2)c(C)c1[N+](=O)[O-]
[30] OC(c1nc2ccccc2[nH]1)C(O)c1nc2ccccc2[nH]1 (stereo not drawn)
[31] Cn1c(=O)c2c(-c3ccccc3)n(CCCN3CCOCC3)cc2n(C)c1=O
[32] Cc1c(C(=O)N2CCN(c3ccc(F)cc3)CC2)sc2ncnc(N3CCN(c4ccccn4)CC3)c12
assay / entry,25,26,27,28,29,30,31,32
MLL CXXC-DNA inh,3%,2%,.,6%,-4%,0%,2%,-5%
hERG WT inh,-5,-5,9,-4,-4,-1,8,3
FBPA coupling cs,-4,1,.,-1,-1,0,0,-3
Giardia kill,10,9,5,9,21,9,-3,14
TSHR antag,-7,-11,-13,-2,-3,10,10,-29
Tb PFK inh,-2%,-2%,-4%,-8%,1%,0%,-1%,1%
AT treatment,-3%,-10%,0%,-5%,-2%,7%,0%,-4%
TCR activator,-12%,-317%,4%,2%,0%,.,6%,5%
BCR signal inh,2%,1%,7%,7%,-4%,2%,-2%,?
GALK inhibitor,.,1%,.,-1%,0%,-4%,0%,4%

[33] O=C(Nc1cccc(-c2nc3ncccc3o2)c1)c1ccco1
[34] COc1ccc(CN(CC2CCCO2)C(=O)c2cc3sccc3n2C)c(OC)c1 (stereo not drawn)
[35] COc1ccccc1C(=O)COC(=O)Cn1c(C)csc1=O
[36] COC(=O)c1cc(S(=O)(=O)N2CCCC(C)C2)c[nH]1 (stereo not drawn)
[37] COc1ccc(S(=O)(=O)NCCN2CCOCC2)c(C)c1C
[38] COCc1nnc(NC(=O)CSc2ccc(C)cc2)s1
[39] O=C(NC(=S)Nc1cccc2cccnc12)c1cccs1
[40] Cc1ccc(C(=O)N2CCN(C(=O)CN3CCOCC3)C2)cc1
assay / entry,33,34,35,36,37,38,39,40
MLL CXXC-DNA inh,1%,14%,.,-10%,1%,-4%,-11%,-2%
hERG WT inh,-9,-10,-3,-12,-3,-5,-25,-1
FBPA coupling cs,3,-1,.,2,-2,0,-1,5
Giardia kill,-19,-14,-1,8,-16,-16,-3,-14
TSHR antag,2,14,0,-4,14,-6,40,15
Tb PFK inh,3%,14%,-6%,0%,0%,-3%,-2%,1%
AT treatment,2%,4%,-4%,7%,-1%,5%,1%,0%
TCR activator,0%,2%,5%,0%,5%,2%,-1%,-7%
BCR signal inh,4%,?,-2%,-2%,0%,-6%,0%,0%
GALK inhibitor,2%,-2%,.,8%,-3%,-1%,1%,-4%

[41] Cc1cc([N+](=O)[O-])ccc1NC(=O)c1cccc(NC(=O)C(C)C)c1
[42] COc1ccc(NC(=O)CSc2nnc(Cc3cccs3)n2-c2ccc(C)cc2)cc1
[43] COc1ccc(-c2ccc(CNCc3ccccn3)o2)cc1Cl
[44] CC(=O)c1cccc(NC(=O)CN2CCc3cc4c(cc3C2C)OCCCO4)c1 (stereo not drawn)
[45] O=C(Nc1ccc([N+](=O)[O-])cc1)Nn1cnnc1
assay / entry,41,42,43,44,45
MLL CXXC-DNA inh,-10%,-1%,2%,19%,5%
hERG WT inh,-7,1,.,-4,-2
FBPA coupling cs,1,1,-6,1,.
Giardia kill,9,-10,.,15,-4
TSHR antag,-2,-11,24,9,13
Tb PFK inh,-4%,0%,-1%,0%,-11%
AT treatment,-3%,-1%,-5%,-3%,1%
TCR activator,-24%,3%,.,-3%,4%
BCR signal inh,-1%,-3%,?,-12%,?
GALK inhibitor,-3%,-1%,.,10%,6%

# Compound activity: PubChem BioAssay, National Center for Advancing Translational Sciences (NCATS)
